High-throughput results as filed in PubChem BioAssay.
LMPTP block: LMPTP (human) inhibition; P24666; recombinant LMPTP-A, OMFP fluorogenic substrate, fluorescence intensity; inhibition, % at 20 µM; 360,000 tested, 0.22% active; AID 651560;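 active = compounds that cut the enzyme signal by at least half of the control window in the single-dose screen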;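 also: plate controls were DMSO wells with enzyme plus substrate for no effect and substrate without enzyme for full effect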
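Test system – LMPTP-A phosphatase enzyme · Quantity – 0.625 nM LMPTP-A final · Reagent – OMFP substrate, 400 µM final · Dosing – one test concentration per compound, 20 µM, with 3% DMSO overall · Timing – 50 min enzyme reaction at room temperature, protected from light · Detection – fluorescence intensity · Controls – substrate-only low control, DMSO enzyme-plus-substrate high control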
DNMT1 inh: blocks human DNA methyltransferase DNMT1. 360,000 tested, 0.83% active. P26358. AID 588458. DNMT1 molecular beacon, Hinp1I cleavage, fluorescence. inhibition (reported as % activation of signal), % at 10 µM; in the data active = inhibition above about 50%
Target sequence (P26358 504-1616 limits assumed): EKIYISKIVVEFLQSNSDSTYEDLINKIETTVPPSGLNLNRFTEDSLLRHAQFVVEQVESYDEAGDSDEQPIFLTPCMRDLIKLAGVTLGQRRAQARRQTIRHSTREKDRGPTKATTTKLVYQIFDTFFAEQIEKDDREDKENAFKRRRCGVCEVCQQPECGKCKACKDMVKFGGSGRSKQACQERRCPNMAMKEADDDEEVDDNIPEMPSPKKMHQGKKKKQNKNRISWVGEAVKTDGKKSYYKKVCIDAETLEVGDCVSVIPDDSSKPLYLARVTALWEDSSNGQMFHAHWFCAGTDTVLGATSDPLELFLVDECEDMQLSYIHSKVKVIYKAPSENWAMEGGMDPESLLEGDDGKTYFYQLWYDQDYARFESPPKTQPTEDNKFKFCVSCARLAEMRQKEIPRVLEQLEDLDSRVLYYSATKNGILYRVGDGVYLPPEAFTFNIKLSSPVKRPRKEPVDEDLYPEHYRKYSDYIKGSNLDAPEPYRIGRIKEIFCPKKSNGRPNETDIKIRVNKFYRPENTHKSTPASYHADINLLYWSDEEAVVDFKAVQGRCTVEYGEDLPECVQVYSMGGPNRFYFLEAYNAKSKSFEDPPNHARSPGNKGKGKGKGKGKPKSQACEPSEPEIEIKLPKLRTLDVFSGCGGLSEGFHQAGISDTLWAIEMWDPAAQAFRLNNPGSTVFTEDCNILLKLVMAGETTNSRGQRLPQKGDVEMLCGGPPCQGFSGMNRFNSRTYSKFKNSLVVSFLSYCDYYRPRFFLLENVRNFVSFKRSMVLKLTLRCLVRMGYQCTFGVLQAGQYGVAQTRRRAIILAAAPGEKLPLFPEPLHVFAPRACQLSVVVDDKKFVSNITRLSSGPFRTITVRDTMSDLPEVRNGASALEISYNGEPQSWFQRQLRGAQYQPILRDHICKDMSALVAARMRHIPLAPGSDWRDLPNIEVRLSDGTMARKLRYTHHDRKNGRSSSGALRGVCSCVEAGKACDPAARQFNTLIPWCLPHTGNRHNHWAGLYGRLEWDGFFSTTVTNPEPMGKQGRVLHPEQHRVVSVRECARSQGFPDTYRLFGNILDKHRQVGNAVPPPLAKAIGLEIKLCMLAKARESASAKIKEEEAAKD
NadD block: blocks S. aureus nicotinate mononucleotide adenylyltransferase | 360,000 tested, 0.78% active | AID 602399 | inhibition, % at 20 µM | purified NadD enzyme, colorimetric absorbance read-out; in the data active = inhibition above about 26%; also: some compounds past the cut are filed as inactive
STEP block: STEP (human) phosphatase inhibition; inhibition, % at 20 µM; recombinant STEP, OMFP fluorogenic substrate, fluorescence; P54829; 360,000 tested, 0.25% active;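 active = inhibition at 20 µM, scaled per plate between control wells, above about 37%, limit read from the data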;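 also: 0% = DMSO with enzyme and substrate and 100% = substrate only without enzyme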
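Material: STEP (striatal-enriched tyrosine phosphatase) enzyme, cell-free | Medium: 50 mM Bis-Tris pH 6.0 with 2.5 mM DTT and 0.005% Tween 20 | Read-out: Percent inhibition scaled to no-enzyme and uninhibited-enzyme controls, plate-pattern corrected | Signal: Fluorescence read at 480 nm ex / 540 nm em | Times: 20 min reaction, room temperature, in the dark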
SUMO1-SIM PPI: modulators of human SUMO1-mediated protein-protein interactions | P63165 | SUMO1 binding to a labelled peptide, TR-FRET, 1 h | inhibition, % at 20 µM | 360,000 tested, 0.33% active | AID 602429; in the data active = inhibition above about 37%
Scp1 inh: inhibitors of human Scp-1 phosphatase | Q9GZU7 | Recombinant Scp1, phosphopeptide, malachite green phosphate absorbance | inhibition, % at 20 µM | 340,000 tested, 0.88% active | AID 493091;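 active = inhibition above about 50% at 20 µM, limit read from the data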;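 also: plate controls were DMSO wells with enzyme for no effect and wells lacking enzyme for full effect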
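System: truncated SCP-1 phosphatase (76-261aa); medium: Tris acetate buffer pH 5.5 with MgCl2 and Tween-20; incubation: 45 min room-temperature reaction, 5 min colour, 30 min stabiliser; compound: single 20 µM dose, 1% DMSO; reagent: Phosphorylated 17-residue peptide substrate; read-out: % inhibition at 20 µM; technique: colorimetric free-phosphate detection, absorbance 630 nm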
MsrA inh: inhibits bovine methionine sulfoxide reductase A. 360,000 tested, 0.75% active. purified bovine MsrA, absorbance read-out. inhibition, % at 15.5 µM. AID 651718; in the data active = inhibition above about 4.5%;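 also: 0% = vehicle wells with enzyme and 100% = reference inhibitor wells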
CSN inh: blocks human CSN-mediated cullin deneddylation; 360,000 tested, 0.38% active; inhibition, % at 12.5 µM; Purified CSN, SCF-Nedd8-OG deneddylation, fluorescence polarization; AID 651999;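 active = pattern-corrected inhibition above about 35%, with an unprinted fluorescence ratio check between 0.5 and 1.5, limit read from the data, passing the limit was not always enough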;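 also: 0% = enzyme with substrate and 100% = substrate without enzyme; some results filed as inactive read as strong as hits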
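Schedule: reaction 90 min, room temperature / Assay system: HEK293T-derived human Csn5 enzyme / Input: Csn5 at 0.24 nM final / Measure: inhibition of Csn5 cleavage, % / Control set: substrate-only high control, full reaction low control / Technique: fluorescence polarization of the substrate / Buffer or medium: Tris/NaCl/DTT buffer, pH 7.5 / Reagent: SCFSkp2-Nedd8OG substrate at 10 nM final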
Tb MetRS inh: blocks T. brucei methionyl-tRNA synthetase activity. 360,000 tested, 0.4% active. purified T. brucei MetRS, ATP depletion, Kinase-Glo luminescence. inhibition, % at 11.9 µM. AID 624268;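 active = inhibition above a per-plate cutoff of the control wells' mean inhibition plus 3 SD, cut at about 5.5% in these data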;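 also: 0% = DMSO wells median and 100% = median of wells with control inhibitor compound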
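Material – parasite MetRS enzyme · Medium – HEPES-MgCl2-KCl buffer plus DTT, spermine, BSA, pyrophosphatase · Reagent – ATP, methionine and E. coli bulk tRNA substrates · Times – 15 min enzyme-compound preincubation, 2 h reaction, 10 min detection, 25 °C · Measured by – luminescence of leftover ATP · Evaluation – percent inhibition relative to median high and low control wells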
Rpn11 inh: Rpn11 (human) deubiquitinase inhibition. calls only at 20 µM. human 26S proteasome, Ub4-pepOG fluorescence polarization; 20S core pre-blocked with epoxomicin. O00487. 360,000 tested, 0.59% active;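 active = inhibition at 20 µM, scaled to each plate's controls, above about 33%, limit read from the data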
* = called active by the depositor; i = inactive; · = no result given. Random draw from the library. About 3.9% of those tested had a hit in this group.

SMILES | LMPTP block | DNMT1 inh | NadD block | STEP block | SUMO1-SIM PPI | Scp1 inh | MsrA inh | CSN inh | Tb MetRS inh | Rpn11 inh
CCOc1ccccc1C(=O)n1nc2nc(C)cc(C)c2c1N | -1.1 | -1 | 12 | -6 | 3 | -1 | 1.6 | -2 | -1.2 | i
CCOC(=O)N1CCN(S(=O)(=O)c2ccc(C(=O)Nc3nnc(CC)o3)cc2)CC1 | -1.4 | 2 | 11 | 3 | 5 | -1 | -1.0 | -10 | -0.3 | i
C=C1CCN([C@H](C(=O)NCc2ccco2)C(C)C)S(=O)(=O)c2ccccc21 | -0.3 | 2 | 0 | 0 | -3 | -1 | -1.1 | 2 | 0.2 | i
C=CCOc1ccc(/C=C/C(=O)N2CCCN(S(=O)(=O)c3c(C)noc3C)CC2)cc1 | 1.1 | -1 | -2 | 2 | -13 | -6 | 2.0 | -3 | -0.3 | i
CCCNC(=O)C1(C)CCN(C(=O)c2c(F)ccc(C)c2F)C1 (configuration not stated) | -1.3 | 3 | 2 | -2 | 1 | · | 0.6 | -1 | -0.1 | i
CCOc1ccc(-c2csc3ncn(-c4ccc(OC)cc4)c(=O)c23)cc1 | 0.0 | -3 | -11 | 1 | -1 | -10 | 0.1 | 0 | -1.0 | i
Cc1cccc(NC(=O)CSc2nnc(CCNC(=O)OC(C)(C)C)o2)c1C | -1.8 | 3 | 5 | -1 | 0 | -3 | -0.7 | 0 | 0.3 | i
Cc1sc2nc(CN3CCOCC3)nc(Oc3ccc(NC(=O)c4ccco4)cc3)c2c1C | 0.3 | -7 | 9 | 0 | -1 | -8 | -0.6 | 2 | -0.8 | i
CC(C)C(=O)NC(c1ccc(N(C)C)cc1)c1c(O)ccc2ccccc12 (configuration not stated) | 1.4 | -10 | 8 | -1 | -2 | -5 | 0.6 | 2 | 0.2 | i
Cc1cc(C)nc(NS(=O)(=O)c2ccc(NC(=O)c3ccccc3[N+](=O)[O-])cc2)n1 | -1.4 | 3 | -4 | -4 | -9 | 0 | 0.5 | 2 | -1.6 | i
CCCn1nnc(NC(=O)c2ccc(-c3ccccc3)cc2)n1 | 0.3 | 3 | -5 | -3 | -3 | -2 | -0.3 | 4 | -0.5 | i
CCOC(=O)c1ccc(CSc2nnc(N)s2)cc1 | -0.8 | 1 | -2 | -2 | -3 | 1 | 0.2 | -4 | -0.8 | i
CCC1CCCCN1CCCNC(=O)Cn1nc(-c2ccccc2)ccc1=O (configuration not stated) | 0.7 | 2 | -9 | 4 | -7 | 7 | -0.4 | -1 | -0.4 | i
Cc1ccc2c(CC(=O)OCc3csc(C)n3)coc2c1 | -2.3 | -2 | -5 | 2 | -1 | 1 | 0.5 | -2 | 0.2 | i
Cc1ccc(CN2CC[C@H]3C=CCc4cccc(c43)C2)cc1 | 0.6 | 3 | -2 | -1 | -2 | 2 | 2.3 | -7 | 0.7 | i
O=C(O)CSc1c2c(nc3cc(C(=O)N4CCCC4)ccc13)CCCC2 | -0.2 | 6 | 6 | 1 | -1 | 5 | -0.2 | -3 | -0.6 | i
Cc1cc(NCCCn2ccnc2)n2nc(-c3ccc(F)cc3)cc2n1 | -2.0 | -1 | 4 | 0 | 8 | -8 | 0.2 | 2 | -0.7 | i
Cc1cc(-c2nc3cccnc3s2)ccc1NS(=O)(=O)c1cccs1 | 1.8 | 0 | -3 | -3 | -2 | -8 | 3.5 | 4 | 0.1 | i
CCNc1nc(-c2ccc(Cl)cc2)cs1 | 0.2 | -6 | 5 | -4 | -8 | -5 | 0.5 | -5 | -1.3 | i
O=C(CSc1nnc(COc2ccc(Cl)cc2)o1)OC1CCCCC1 | 1.7 | -2 | -1 | 2 | 1 | -13 | -0.4 | -3 | 0.1 | i
COC(=O)c1cn(-c2ccccc2)nc1-c1ccncc1 | -0.1 | 4 | -3 | -3 | -1 | 3 | 2.0 | -1 | -1.0 | i
COc1ccc(CC(=O)N[C@@H](C)C(=O)N2CCC3(CC2)NCCc2[nH]cnc23)cc1 | -0.9 | -3 | -3 | 1 | 7 | -10 | -0.6 | -4 | -0.3 | i
CSCCC(NS(=O)(=O)c1ccccc1)C(=O)OCc1nc2ccsc2c(=O)[nH]1 (configuration not stated) | 0.3 | 3 | -1 | 1 | 8 | -4 | -0.1 | 0 | 0.1 | i
CCOc1ccc(C(=O)COC(=O)c2nn(CC)c(=O)c3ccccc23)cc1 | -0.3 | -6 | -11 | 0 | -11 | -3 | 0.8 | 3 | -0.1 | i
O=C(O)c1ccc(CSCc2ccccc2)o1 | -1.2 | -4 | 1 | 1 | 8 | · | 0.0 | 1 | -0.3 | i
CCOc1ccc(CN(C)c2nc(-c3cccnc3)nc3ccccc23)cc1OC | 12 | 0 | 1 | 0 | 1 | 7 | 2.0 | 5 | -1.3 | i
c1ccc(Cc2c(C3CCCCC3)nc3c4ccccc4ccn23)cc1 | 3.5 | · | 9 | · | 4 | · | 1.1 | 1 | -0.9 | ·
Cc1ccc(OCCOCCNC(C)C)c(Br)c1 | -0.2 | 3 | -7 | 0 | 10 | -7 | 0.5 | 1 | -2.6 | i
O=C1CC(c2ccco2)Sc2nc3ccccc3n21 (configuration not stated) | 1.0 | 56* | 1 | 7 | 11 | 0 | -0.1 | 28 | -1.0 | i
COc1ccc(CN(C)CC(=O)NC(=O)NCc2ccccc2)c(OC)c1 | 0.3 | 0 | -9 | -1 | 1 | -3 | -0.6 | -9 | -0.1 | i

By substructure: those above containing a Cl atom.
SMILES | LMPTP block | DNMT1 inh | NadD block | STEP block | SUMO1-SIM PPI | Scp1 inh | MsrA inh | CSN inh | Tb MetRS inh | Rpn11 inh
CCNc1nc(-c2ccc(Cl)cc2)cs1 | 0.2 | -6 | 5 | -4 | -8 | -5 | 0.5 | -5 | -1.3 | i
O=C(CSc1nnc(COc2ccc(Cl)cc2)o1)OC1CCCCC1 | 1.7 | -2 | -1 | 2 | 1 | -13 | -0.4 | -3 | 0.1 | i

Continued:
SMILES | LMPTP block | DNMT1 inh | NadD block | STEP block | SUMO1-SIM PPI | Scp1 inh | MsrA inh | CSN inh | Tb MetRS inh | Rpn11 inh
COc1ccc(-n2nc([N+](=O)[O-])c(=NCCc3cccc(C)c3)n2O)cc1 | 0.2 | -3 | -3 | -4 | -28 | -10 | -1.0 | 0 | -0.1 | i
CCN(c1cccc(C)c1)C1C(=O)c2ccccc2N1C(C)=O (configuration not stated) | -1.3 | -9 | 0 | 9 | 3 | 1 | 0.8 | -4 | -0.3 | i
COc1ccc(Cc2noc(CN(C)C3CC(C)(C)NC(C)(C)C3)n2)cc1OC | -1.8 | 1 | -5 | -2 | 0 | -9 | 0.6 | 1 | -0.4 | i
C[C@H]1CN([C@@H](C)CO)C(=O)c2cc(-c3cccc(C#N)c3)cnc2O[C@H]1CN(C)C(=O)c1ccccn1 | -1.1 | 7 | -1 | 0 | 0 | · | -1.2 | 4 | -0.9 | i
Clc1ccc(CSc2nnc(-c3ccccn3)n2Cc2cccs2)cc1Cl | 9.1 | -10 | 8 | 0 | 5 | · | 0.6 | -3 | 0.8 | i
Cc1cccc(C)c1N(CC(=O)NCc1ccco1)C(=O)CNS(=O)(=O)c1ccc(F)cc1 | -0.8 | 0 | -3 | -2 | 1 | -2 | -0.6 | 1 | -0.5 | i
Cc1nc2ccc(C(=O)NCCc3c[nH]c4ccccc34)cn2c1N(C)C(=O)CCc1ccccc1 | -3.4 | -9 | 6 | -1 | -7 | · | 1.4 | 4 | -0.3 | i
N#C/C(=C\c1cccs1)C(=O)NCc1ccco1 | 2.6 | 5 | -1 | 1 | -21 | 8 | 4.3 | -3 | 0.0 | i
O=C(Nc1ccc(S(=O)(=O)N2CCCCC2)cc1)C1CC(=O)N(c2ccccc2)C1 (configuration not stated) | 0.6 | -2 | -3 | 0 | 1 | -10 | 0.0 | -2 | -0.2 | i
NC(Cc1ccc(F)cc1)c1csc(Nc2ccc(C(F)(F)F)cn2)n1 (configuration not stated) | 0.9 | -11 | 2 | 4 | -53 | · | -2.5 | 5 | 0.2 | i
CCOc1cc(/C=N/NC(=O)c2ccccc2-n2cccc2)ccc1O | -1.4 | 3 | -2 | -1 | 0 | -10 | 2.6 | -1 | -0.2 | i
COc1c(C)cc(C(=O)C2CCCN(S(=O)(=O)c3c(C)noc3C)C2)cc1C (configuration not stated) | 0.1 | 1 | -8 | 1 | 7 | -13 | -0.4 | -4 | 0.1 | i
CN(C)C=Nc1ccc(Cl)c(Cl)c1 | -2.2 | 2 | 1 | 0 | -4 | -4 | 0.2 | 4 | -1.2 | i
CCCCNC(=S)NNC(=O)c1cc(C2CC2)nc2ccccc12 | -0.4 | -1 | 2 | 0 | 4 | -10 | -0.3 | -9 | 0.2 | i
CCN(CC)c1ccc(C2NCC(c3ccc([N+](=O)[O-])cc3)O2)cc1 (configuration not stated) | -1.4 | 4 | -3 | 0 | -11 | -1 | 5.3* | 0 | -0.3 | i
CCc1cccc(C)c1NC(=O)c1cccc(N(C)C)c1 | -0.2 | 1 | -2 | -11 | 1 | 1 | 0.7 | 3 | -0.3 | i
O=C(c1ccc(Cl)cc1)c1c[nH]cc1-c1ccccc1 | -0.1 | 0 | 1 | 2 | 3 | -3 | 1.1 | 1 | -0.4 | i
O=C1CN(C(=O)COC(=O)/C=C/c2ccc(F)cc2)c2ccccc2N1 | 2.1 | 1 | -1 | 0 | -12 | -7 | 0.6 | 1 | -0.3 | i
CCOC(=O)N1CCC(NC(=O)C(Cc2ccccc2)NC(=O)C2CCCCC2)CC1 (configuration not stated) | 0.3 | 4 | 0 | -2 | -3 | 3 | -0.2 | 0 | -1.5 | i
CCN1C(=NCCCCO)N[C@@H](c2cccc(C(F)(F)F)c2)C(C(=O)OC)=C1C | -0.1 | 5 | 2 | -1 | 0 | 30 | 0.2 | -2 | -0.3 | i
CC(=O)c1c(C)[nH]c(C(=O)NCc2ccc(C)cc2)c1C | 0.9 | -1 | -2 | -5 | 1 | -3 | -0.4 | -2 | 0.5 | i
